ASM inhibitor – Inhibitors of Secretory Acid Sphingomyelinase (S-ASM): qHTS; Sphingomyelin phosphodiesterase (Homo sapiens), P17405; placental ASM, HMU-PC fluorogenic substrate, 60 min; Potency, µM (top dose mostly 57.5 µM), inactives show at the highest dose activity change, negative = inhibition, most hits filed as inhibitors; 340,000 tested, 0.006% active; further: potency means the concentration at half of the fitted maximal effect
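Human placenta-derived ASM preincubated with compound 10 min at room temperature, then reacted with 9 uM (final) fluorogenic HMU-PC substrate for 60 min at 37 C. Stop solution raises pH to 10; fluorescence read at Ex 386/Em 447 nm.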
TSHR antag – Antagonists of the Thyroid Stimulating Hormone Receptor: HTS campaign; activity change, negative = inhibition, % at 11.5 µM; TSHR-expressing cells, TSH-stimulated cAMP HTRF, 2 h; active compounds read low; 330,000 tested, 0.2% active;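 active means activity change below a set negative limit, meaning inhibition stronger than a set level, cut at about -70% in these data; inconclusive means activity change between two set negative limits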; further: on the % scale 0 is the no-effect control and ±100 the full control effect
Target sequence (P16473 whole entry, looked up): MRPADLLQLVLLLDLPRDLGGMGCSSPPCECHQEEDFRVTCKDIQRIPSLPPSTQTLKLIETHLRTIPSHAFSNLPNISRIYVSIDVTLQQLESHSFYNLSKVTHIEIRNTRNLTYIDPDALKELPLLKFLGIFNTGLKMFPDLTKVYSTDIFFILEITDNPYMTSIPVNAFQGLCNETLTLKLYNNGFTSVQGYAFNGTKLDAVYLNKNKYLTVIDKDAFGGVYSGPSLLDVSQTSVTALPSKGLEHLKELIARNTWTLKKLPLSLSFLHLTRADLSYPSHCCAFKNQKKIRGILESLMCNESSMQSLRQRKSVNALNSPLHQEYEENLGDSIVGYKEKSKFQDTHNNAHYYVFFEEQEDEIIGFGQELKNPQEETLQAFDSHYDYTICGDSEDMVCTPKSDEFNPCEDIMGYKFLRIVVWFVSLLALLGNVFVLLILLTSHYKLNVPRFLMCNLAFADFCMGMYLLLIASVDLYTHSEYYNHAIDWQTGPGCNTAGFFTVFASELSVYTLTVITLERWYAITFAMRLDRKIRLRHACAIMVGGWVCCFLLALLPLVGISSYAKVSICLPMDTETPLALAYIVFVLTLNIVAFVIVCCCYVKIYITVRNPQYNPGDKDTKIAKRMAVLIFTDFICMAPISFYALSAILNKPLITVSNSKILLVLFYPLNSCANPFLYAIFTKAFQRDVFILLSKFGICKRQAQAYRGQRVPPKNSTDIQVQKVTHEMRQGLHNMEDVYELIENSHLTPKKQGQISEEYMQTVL
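Competitive HTRF cAMP read-out (cryptate anti-cAMP antibody, cAMP-d2; 30 min, room temperature) in freshly harvested TSHR cells. Compounds added before TSH at EC80 (4nM final), followed by 2 hours' incubation at 37 deg C.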
TCR act – Activators of T cell receptors: qHTS campaign; 330,000 tested, under 10 active; Potency, µM (series often up to 9.22 µM), inactives show at the highest dose activation of IL-2 secretion, usual class: activators; primary human leukocytes, anti-CD3, IL-2 HTRF, 48 h; further: % of control where 0% means no effect
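Primary human leukocytes incubated 48 hr with anti-CD3 beads plus compound, without co-stimulation. Secreted IL-2 measured by HTRF (europium cryptate/d2 anti-IL-2 pair, 320 nm excitation, 665 nm emission).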
Eya2 inh – qHTS Assay for Inhibitors of the Phosphatase Activity of Eya2. Protein phosphatase EYA2 (Homo sapiens), O00167. 330,000 tested, 0.006% active. AID 488837, 2010. Potency, µM (highest dose often 76.9 µM), for inactives: at the top dose activity, negative = inhibition, hits mostly inhibitors. recombinant Eya2, OMFP fluorescence dephosphorylation (OMFP is methylfluorescein phosphate); further: potency means the concentration at half of the fitted maximal effect; on the % scale 0 is the no-effect control and ±100 the full control effect
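Eya2 (0.2 uM) preincubated 10 min at ambient with compound, then OMFP substrate added at 50 uM; 10 min reaction in 50 mM HEPES pH 7.5, 50 mM NaCl, 5 uM MgCl2, 0.05% BSA, 1 mM DTT. Fluorescence read at Ex 485/Em 525 nm.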
Tb PFK inh – qHTS Assay to Find Inhibitors of T. brucei phosphofructokinase; T. brucei PFK, ADP-Glo luminescence; AID 485367, 2010; ATP-dependent 6-phosphofructokinase (Trypanosoma brucei brucei), O15648; 330,000 tested, 0.17% active; Potency, µM (top dose mostly 57.5 µM), for inactives: at the highest dose activity, negative = inhibition, usual class: inhibitors;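 further: potency means the concentration at half of the fitted maximal effect; 0% = uninhibited 1x PFK enzyme wells and -100% = no-enzyme wells; nearly all actives have a fitted effect of over 60% in size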
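PFK 1.25 nM, F6P 0.5 mM, ATP 0.1 mM, 0.1 M TEA pH 8.0, 5 mM MgCl2, 0.01% Tween20, 0.1% BSA; 45 min RT. ADP-Glo readout. qHTS titration up to 57 uM; curves fitted, compounds curve-classed.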
Mito fusion act – qHTS Assay for Small Molecule Inhibitors of Mitochondrial Division or Activators of Mitochondrial Fusion | S. cerevisiae fusion-defective mutant growth rescue, CellTiterGlo 48 h | Potency, µM (highest dose often 46.1 µM), for the others: at the top dose growth rescue (activation), hits mostly activators | 320,000 tested, 0.23% active;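 further: potency means the concentration at half of the fitted maximal effect; % of control where 0% means no effect; nearly all actives have a fitted effect of over 45% in size; temperature-sensitive fusion mutants such as fzo1-1 at 37 °C on non-fermentable ethanol glycerol medium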
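S. cerevisiae fusion-defective temperature-sensitive mutants (e.g. fzo1-1, mgm1-5) grown 48 h at 37C in YPEG (ethanol/glycerol non-fermentable) medium with 23 nl compound per well; growth rescue read as CellTiterGlo luminescence.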
Integrin act MD – qHTS for Activators of Integrin-Mediated Alleviation for Muscular Dystrophy | Potency, µM (doses to about 38.3 µM), inactives show at the top dose activation, hits mostly activators | 350,000 tested, 0.064% active | alpha7betagal myoblasts, beta-gal FDG fluorescence, 48 h;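 further: potency means the concentration at half of the fitted maximal effect; 100% = response of the positive control SU9516; nearly all actives have a fitted effect of over 60% in size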
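Alpha7betagal+/- myoblasts (passage 13) were plated 16-24 hr, then exposed to compounds (1:260 dilution of DMSO stock) for 48 hours at 37C. After MPER lysis, β-galactosidase reporter activity was read as FDG fluorescence (ex 480/em 540) after 30 minutes.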
TSG101-PTAP inh – qHTS Assay for Iinhibitors of HIV-1 Budding by Blocking the Interaction of PTAP/TSG101. Fluorescence polarization, FITC-PTAP peptide / Tsg101 binding. Potency, µM (doses to about 115 µM), for the others: at the highest dose activity change, negative = inhibition, usual class: inhibitors. 340,000 tested, under 10 active. AID 493005, 2010; active means well fitted inhibition curve with a large enough effect in the main read-out, with a control signal flat, not every such curve was filed as active; inconclusive means small, poorly fitted or top-dose-only effect, or effect the other way, or a change in a side signal; inactive means no such curve, though single readings can be large or run the other way; further: potency means the concentration at half of the fitted maximal effect; % of control where 0% means no effect
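Fluorescence anisotropy tracks displacement of a FITC-tagged PTAP peptide (50 nM) from the Tsg101 binding domain (10 uM), following a 20 min room-temperature incubation at pH 7.5.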
AT treatment – qHTS Assay for Identifying a Potential Treatment of Ataxia-Telangiectasia. AID 485349, 2010. […] A-T fibroblasts, KAP-1 phosphorylation AlphaLISA; neocarzinostatin DNA damage 30 min before lysis. Potency, µM (titrated, usually from 57.5 µM), for the others: at the top dose activation, hits mostly activators. 320,000 tested, 0.19% active; further: potency means the concentration at half of the fitted maximal effect; % of control where 0% means no effect; nearly all actives have a fitted effect of over 45% in size
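hTERT-immortalized A-T patient fibroblasts ([…]), 500 cells/well in OPTI-MEM, 1% FBS, got compounds for 60 min, then NCS for 30 min at 37C. Lysates were then assayed for phospho-KAP-1 by AlphaLISA (anti-pKAP1 donor, anti-KAP1 acceptor beads), 6 hr at 25C.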
ELG1 DNA repair – qHTS screen for small molecules that inhibit ELG1-dependent DNA repair in human embryonic kidney (HEK293T) cells expressing luciferase-tagged ELG1; Potency, µM (highest dose often 46.1 µM), without a hit: top-dose activity change, negative = inhibition, actives largely listed as inhibitors; HEK293T ELG1-luciferase reporter, luminescence, 16 h; DNA damage induced by 5-fluorouridine; 330,000 tested, 2.3% active; further: potency means the concentration at half of the fitted maximal effect; on the % scale 0 is the no-effect control and ±100 the full control effect; nearly all actives have a fitted effect of over 55% in size
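Quantitative HTS, concentration-response format. 2,000 cells/well co-treated with 5-fluorouridine and compound, 16 hr in 5% CO2 at 37 °C; ONE-Glo luminescence read after 30 min.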
BCR signal inh – qHTS Assay to Find Inhibitors of Chronic Active B-Cell Receptor Signaling. AID 493014, 2011. Potency, µM (series often up to 46.1 µM), inactives show top-dose ratio change, negative = lower green/red ratio, actives largely listed as inhibitors. 340,000 tested, 0.05% active. ABC-DLBCL IkBa-CBG/CBR reporter, luminescence ratio, 4 h; active means well fitted inhibition curve with a large enough effect in the signal ratio, with a control signal flat, not every such curve was filed as active; inconclusive means small, poorly fitted or top-dose-only effect, or effect the other way, or a change in a side signal; the % refers to the signal ratio;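 further: potency means the concentration at half of the fitted maximal effect; plate controls were basal doxycycline-induced cells for no effect and cells given 10 µM MG132 for full effect; MG132 reads +100%, hits lower the ratio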
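Cell line TMD8 (human ABC DLBCL), stably expressing tet-inducible CBG68-IkBa fusion and CBR; IMDM/0.5% FBS; cpd up to 46 uM; dox induction, 4 h, 37C/5% CO2; dual luminescence; green/red ratio; MG132 control.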
Numbers without * were called inactive; ? = inconclusive; . = not tested or not shown; [ ] = another dose, or the depositor's remark. Unless noted, the call rests on the fitted dose curve; in most records, active means well fitted curve in the direction sought with a large enough effect; inconclusive means small, poorly fitted or top-dose-only effect, or another doubt; inactive means no such curve, though single readings can be large; an effect the other way counts as inactive or inconclusive.

Values run as follows: ASM inhibitor	TSHR antag	TCR act	Eya2 inh	Tb PFK inh	Mito fusion act	Integrin act MD	TSG101-PTAP inh	AT treatment	ELG1 DNA repair	BCR signal inh
Cc1ccccc1CN1CCNC(=O)C1CC(=O)N(C)CCC1CCOCC1 (centres undefined)
  22%	-11	1%	6%	1%	1%	16%	-7%	-1%	22%	1%
Cc1cccc(C)c1-n1c(C)cc(/C=N\Nc2ccc([N+](=O)[O-])cn2)c1C
  -12%	-4	2%	1%	1%	24%	-18%	0%	-5%	4%	?
O=[N+]([O-])c1cccnc1N/N=C/c1ccccc1O
  -1%	-9	5%	-8%	-3%	-3%	-10%	1%	2%	?	1%
CCOCCCNC(=O)C(c1ccc(Cl)cc1)N(Cc1cccs1)C(=O)c1ccccn1 (centres undefined)
  -2%	0	5%	16%	-5%	10%	10%	2%	3%	?	0%
CCc1c(C(=O)NCc2ccccc2Cl)[nH]c(C)c1C(C)=O
  3%	-13	-4%	6%	0%	15%	-10%	0%	-3%	?	0%
Cc1ccc2c(c1)c1c(n2CCc2ccc(C)nc2)CCN(C)C1
  12%	3	0%	-1%	7%	-2%	.	-7%	-10%	1%	5%
CC(C)NC(=S)Nc1c(N)[nH]c(=O)[nH]c1=O
  6%	-2	-1%	?	-2%	3%	-7%	-4%	6%	-2%	1%
O=S(=O)(c1ccccc1)c1nc(-c2ccco2)oc1N1CCCCCC1
  1%	-2	0%	-27%	-15%	11%	-44%	-2%	2%	-8%	15%
Cc1nc2ncnn2c(C)c1CCC(=O)N1CCN(Cc2ccccc2)CC1
  -1%	8	.	0%	-2%	-4%	-14%	-8%	4%	14%	9%
COc1ccc(CCNCC(O)COc2cccc(Br)c2)cc1 (centres undefined)
  -2%	22	0%	2%	-12%	-9%	-62%[inhibitor]	1%	2%	-29%	?
CC(=O)c1c(C)[nH]c(C(=O)COC(=O)CCCOc2ccccc2)c1C
  -2%	-7	-5%	2%	-1%	0%	2%	-3%	-2%	-1%	7%
CCOc1ccc(N/C(C)=C/C(=O)c2ccc(C)o2)cc1
  -1%	1	3%	14%	7%	-6%	-17%	3%	.	?	1%
CCN(Cc1nc(-c2ccc(Cl)cc2)no1)CC1CCCO1 (centres undefined)
  5%	-30	1%	-2%	-1%	2%	-2%	-1%	7%	3%	8%
Cc1cc(C)n(-c2ccccc2[N+](=O)[O-])n1
  6%	-1	-5%	-11%	-4%	-1%	14%	-4%	4%	?	0%
Cc1c(NS(=O)(=O)c2cc(C(=O)OCC(=O)N3CCC(C)CC3)ccc2Cl)c(=O)n(-c2ccccc2)n1C
  4%	-1	5%	2%	0%	-9%	10%	0%	3%	11%	9%
CCOC(=O)c1cnc(SCC(=O)OCC(=O)N(CC)C2CCS(=O)(=O)C2)nc1N (centres undefined)
  3%	-3	-4%	-14%	4%	-5%	-13%	-1%	6%	21%	0%
COCCn1c(C)cc(C(=O)CSc2nnc3ccccn23)c1C
  3%	5	5%	6%	-7%	1%	14%	-5%	-2%	?	-15%
Clc1ccc(SCc2cn3cccnc3n2)cc1
  4%	-1	10%	10%	0%	2%	2%	-2%	-6%	?	?
CC(NC(=O)c1ccccc1O)c1ccccc1 (centres undefined)
  -1%	-2	-5%	-6%	2%	0%	5%	-7%	0%	-19%	?
CC[C@]12c3[nH]c4cc(CCC(=O)N(C)C)ccc4c3CCN1C(=O)[C@@H](CC(=O)NC/C=C(\C)CCC=C(C)C)C[C@@H]2C(=O)N1CCN(C(=O)c2ccco2)CC1
  -1%	-2	3%[46.1 µM]	-8%	2%	.	-21%	-6%	0%	?	?
O=S(=O)(NCc1ccc(Cl)cc1)NCc1ccccc1F
  0%	-1	5%	14%	-3%	8%	21%	1%	6%	-4%	?
N#Cc1ccc(-n2c(-c3ccccc3)nnc2-c2ccccc2)cc1C#N
  -8%	-19	-2%[46.1 µM]	-10%	-1%	0%	23%	-6%	7%	?	3%
CCN(CC)S(=O)(=O)c1ccc(N2CCCCC2)c(NC(=O)C2=COCCO2)c1
  1%	-14	0%	23%	0%	5%	17%	-3%	-1%	?	9%
O=[N+]([O-])c1ccc(O)c(-c2nc(-c3ccccc3)c(-c3cccs3)[nH]2)c1
  ?	-47	3%	-9%	-3%	-15%	18%	2%	2%	?	5%
Clc1ccccc1Cn1nnc2c(N3CCOCC3)nc(C3CC3)nc21
  -7%	0	-2%	-2%	-1%	4%	14%	-3%	-1%	-13%	-15%
COc1ccc(OCC(=O)Nc2ncc3c(n2)CC(C)(C)CC3=O)cc1
  -1%	-3	0%	20%	0%	-6%	8%	-7%	-3%	-1%	?
O=C(Nc1ccc(N2CCN(C(=O)c3ccco3)CC2)cc1)c1ccc(F)cc1
  1%	2	6%	4%	-2%	0%	-18%	-3%	1%	21µM*	1%
COc1cccc(C(=O)Nc2ccccc2OC(F)(F)F)c1
  0%	3	-1%	2%	-6%	1%	-1%	-1%	4%[11.5 µM]	-2%	?
CN(Cc1ccccn1)Cc1cn(Cc2ccccc2)nc1-c1ccc2c(c1)OCO2
  1%	16	2%	5%	-6%	-5%	11%	-2%	13%	?	-9%
COC1=C(C)C(O)=C(C(=O)/C=C/c2ccccc2)C(=O)C1(C)C
  -4%	-18	0%	-6%	4%	-31%	4%	1%	-10%	?	-27%
NS(=O)(=O)c1ccc(NC(=S)NC(=O)/C=C/c2cccs2)cc1
  1%	-4	-8%	2%	10%	10%	6%	-1%	1%	7%	0%
CCc1ccc(NC(=O)CSc2nc3ccccc3c(=O)n2CCCC(=O)N2CCCC2)cc1
  -8%	4	-3%	3%	1%	-1%	-2%	-3%	3%	?	2%
Cc1ccc(/C=N/N=C2\SCC(=O)N2CC2CC2)cc1
  0%	-18	-1%	?	-2%	0%	12%	0%	6%	6%	6%
O=C(c1cc2cc(Cl)cc(Cl)c2oc1=O)N1CCOCC1
  0%	-9	-7%	21%	-3%	-2%	-33%	-5%	17%	3%	0%
CC(=O)Nc1ccc(NC(=O)Nc2ccccc2C)cc1
  3%	8	-4%	-2%	-6%	-4%	-7%	1%	5%	?	?
O=C(Nc1cc(-c2ccccc2)nn1C1CCCCC1)c1ccc(Cl)cc1
  -2%	-15	3%	-3%	2%	.	-25%	-2%	6%	?	4%
c1coc(C2Nc3ccccc3C3OCCC23)c1 (centres undefined)
  -2%	10	-1%	5%	-2%	0%	-15%	-3%	-5%	?	6%
Cc1ccccc1C(=O)Nc1ccc2nc3n(c(=O)c2c1)CCCC3
  -2%	-3	-2%	-15%	-3%	13%	?	-5%	5%	6%	0%
COC(=O)C(O)(NC(=O)OCc1ccccc1)C(F)(F)F (centres undefined)
  1%	11	2%	-3%	-3%	-8%	1%	-3%	-1%	-1%	?
COc1ccc(CCNC(=O)CN(c2ccc(C)cc2)S(=O)(=O)c2c(C)noc2C)cc1OC
  0%	4	-2%	-8%	3%	2%	-6%	-4%	-4%	-9%	-2%
